Source: PubChem
S2 tox = cell viability loss in ATXN counter-screen; S2 cells (HEK-293 line with an ATXN2-luciferase reporter) viability, CellTiter-Fluor protease fluorescence, 24 h; Potency, µM (top dose mostly 56.7 µM), hits mostly cytotoxic; 0.49% of 400,000 active; further: nearly all actives have a fitted effect of over 40% in size
TGFb inhibitor = blocks TGF-b signaling; HepG2 CAGA-GFP TGF-b/SMAD3 reporter, GFP fluorescence, 18 h; TGF-beta stimulated, 500 pg/mL final; Potency, µM (titrated, usually from 46.1 µM), for inactives: at the highest dose activity, negative = inhibition, hits mostly inhibitors; 1.2% of 410,000 active; further: on the % scale 0 is the no-effect control and ±100 the full control effect; nearly all actives have a fitted effect of over 65% in size
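Inhibition was scored as loss of TGF-beta-induced (500 pg/mL final, 18 hours, 37 degrees C) GFP in HEPG2 cells carrying a CAGA-GFP reporter, in DMEM with 1% FBS. Well GFP was summed per cell; Activity was normalised to unstimulated and stimulated DMSO wells, then concentration-response fitting.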
ATXN2 expr inh = reduces ATXN2 reporter expression in HEK-293 cells; 0.72% of 360,000 active; Potency, µM (series often up to 57 µM), inactives show at the highest dose activity change, negative = inhibition, most hits filed as inhibitors; HEK-293 ATXN2-luciferase reporter, luminescence, 24 h; further: on the % scale 0 is the no-effect control and ±100 the full control effect; nearly all actives have a fitted effect of over 55% in size
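ATXN2-luciferase reporter cells (luciferase flanked by upstream and downstream ATXN2 gene portions) were treated 24 h at 37 °C with compounds at up to 57 uM. SteadyGlo luminescence gave expression; GF-AFC fluorescence gave viability.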
MCF10A rerep = DNA re-replication induction in MCF 10a cells; MCF 10A DNA re-replication, Hoechst nuclear intensity, 48 h; 2.9% of 350,000 active; Potency, µM (titrated, usually from 46.1 µM), for the others: top-dose activity, positive = re-replication, usual class: activators; further: % of control where 0% means no effect; nearly all actives have a fitted effect of over 50% in size
Nrf2 block = Nrf2 pathway inhibition; A549 ARE-Fluc reporter, luciferase luminescence, 18-24 h; Potency, µM (highest dose often 46 µM), inactives show at the highest dose activity change, negative = inhibition, most hits filed as inhibitors; 2.1% of 360,000 active; AID 504444; further: on the % scale 0 is the no-effect control and ±100 the full control effect; nearly all actives have a fitted effect of over 60% in size
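Two sequential reads on A549 ARE_Fluc cells exposed to compound for 18-24 h: a CellTiter-Fluor fluorescence read for viability, then a luciferase luminescence read for Nrf2/ARE activity.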
HepG2 viability = kills HepG2 cells in TGF-b inhibitor counter-screen; HepG2 CAGA-GFP viability, ATP luminescence, 18 h; Potency, µM (titrated, usually from 46.1 µM), inactives show at the top dose activity change, negative = cytotoxicity, hits mostly cytotoxic; 0.76% of 410,000 active; further: some results filed as inactive show a strong effect at the top dose
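CellTiter-Glo luminescence gave cytotoxicity after 18 hours at 37 degrees C. The cells were HepG2 CAGA-GFP in 1% FBS DMEM, stimulated with 500 pg/mL TGF-beta after compound addition. %Activity was normalised to no-cell wells (complete cell-killing) and DMSO (no toxicity), and curves were fitted and classified.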
A549 viability = kills or reduces viability of A549 cells in Nrf2 counter-screen; AID 504648; Potency, µM (titrated, usually from 46 µM), for the others: at the top dose activity change, negative = cytotoxicity, most hits filed as inhibitors; A549 ARE-Fluc cells, CellTiter-Fluor viability, 18-24 h; 0.16% of 390,000 active; further: on the % scale 0 is the no-effect control and ±100 the full control effect
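A549 ARE_Fluc cells in 5% FBS OPTI-MEM were exposed to compounds in concentration-response for 18-24 h at 37 deg C. Viability was read by CellTiter-Fluor fluorescence (Ex 405/Em 525) after 30 min, before the luciferase read.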
Nrf2 activator = Nrf2 pathway activation. AREc32 ARE-luciferase reporter (MCF7-derived line), luminescence, 24 h. Potency, µM (titrated, usually from 46.1 µM), without a hit: at the highest dose activation, actives largely listed as activators. 0.31% of 410,000 active. AID 624171; further: % of control where 0% means no effect; nearly all actives have a fitted effect of over 65% in size
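Reporter line AREc32 (ARE-Fluc), seeded overnight in OPTI-MEM with 5% FBS; compound pin-transferred, 24 hr at 37 deg C, 5% CO2; luminescent read-out.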
EPAC2 antag = blocks human EPAC2 exchange factor; Q8WZA2; EPAC2 GEF exchange of Rap1B-BODIPY-GDP, fluorescence; Potency, µM (top dose mostly 114 µM), for the others: top-dose activity, negative = inhibition, usual class: inhibitors; 0.18% of 360,000 active; further: on the % scale 0 is the no-effect control and ±100 the full control effect; nearly all actives have a fitted effect of over 45% in size; many of its hits are not listed in these tables
Target sequence (Q8WZA2 whole entry, looked up): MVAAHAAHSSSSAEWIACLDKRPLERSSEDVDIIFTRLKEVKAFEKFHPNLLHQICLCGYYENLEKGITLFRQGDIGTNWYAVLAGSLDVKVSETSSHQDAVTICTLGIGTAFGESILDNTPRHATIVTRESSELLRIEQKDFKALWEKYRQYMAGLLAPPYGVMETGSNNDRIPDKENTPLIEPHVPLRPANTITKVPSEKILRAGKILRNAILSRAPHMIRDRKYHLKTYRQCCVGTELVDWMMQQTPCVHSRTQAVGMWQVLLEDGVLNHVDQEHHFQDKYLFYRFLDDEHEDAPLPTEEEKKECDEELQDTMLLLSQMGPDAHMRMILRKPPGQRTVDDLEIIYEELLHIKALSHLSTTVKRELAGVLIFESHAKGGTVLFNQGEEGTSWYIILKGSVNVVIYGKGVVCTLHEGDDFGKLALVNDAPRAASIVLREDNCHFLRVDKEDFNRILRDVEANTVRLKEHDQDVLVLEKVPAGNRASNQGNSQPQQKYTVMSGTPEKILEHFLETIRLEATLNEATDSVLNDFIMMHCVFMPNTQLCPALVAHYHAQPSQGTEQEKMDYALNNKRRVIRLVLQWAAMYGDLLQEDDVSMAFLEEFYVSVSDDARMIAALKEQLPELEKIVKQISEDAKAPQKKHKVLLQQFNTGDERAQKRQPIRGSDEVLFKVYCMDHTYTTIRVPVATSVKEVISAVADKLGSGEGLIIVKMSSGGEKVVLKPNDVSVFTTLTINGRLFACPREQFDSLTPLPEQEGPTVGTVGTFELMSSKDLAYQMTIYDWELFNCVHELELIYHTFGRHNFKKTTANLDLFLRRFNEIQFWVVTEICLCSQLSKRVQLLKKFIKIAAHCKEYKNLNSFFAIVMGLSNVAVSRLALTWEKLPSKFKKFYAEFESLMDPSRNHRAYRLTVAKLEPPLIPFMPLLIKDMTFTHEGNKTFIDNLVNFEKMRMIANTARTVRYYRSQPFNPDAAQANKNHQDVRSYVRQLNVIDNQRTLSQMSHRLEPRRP
* hit, by the source's call; i = inactive; ? = inconclusive; / = not tested or not shown; [ ] = remark or other dose. The call rests on the fitted dose curve; in most records, active means well fitted curve in the direction sought with a large enough effect; inconclusive means small, poorly fitted or top-dose-only effect, or another doubt; inactive means no such curve, though single readings can be large; an effect the other way counts as inactive or inconclusive. Potency means the concentration at half of the fitted maximal effect. Only part of the results is shown; count on the stated rates, not on these rows.

Fields – ATXN2 expr inh	A549 viability	TGFb inhibitor	EPAC2 antag	HepG2 viability	S2 tox	MCF10A rerep	Nrf2 activator	Nrf2 block
1) CN1CCc2c(sc(NC(=O)c3cc(Cl)sc3Cl)c2C(N)=O)C1
    -9%	8%	-26%	-9%	-59%	i	23µM*	10%	5%
2) COC(=O)C(C)C1Sc2ccccc2NC1=O (configuration not stated)
    -4%	0%	-15%	26%	-4%	i	1%	-0.7%	-8%
3) CCOc1ccc(N(C)S(=O)(=O)c2cc(-c3cc(C)no3)ccc2CC)cc1
    ?	20%	?	-15%	-14%	i	?	0.1%	-26%
4) C=CS(=O)(=O)c1c2cc(OC)ccc2nc2ccc(OC)cc12
    ?	13%	?	2%	14µM*	/	?	?	-28%
5) COc1cc(NC(=O)c2cc(-c3ccco3)on2)cc(OC)c1OC
    27%	-6%	-5%	-2%	-17%	i	2%	?	-4%
6) Cn1c(=O)c2c(nc(SCCCC#N)n2Cc2ccccc2F)n(C)c1=O
    -9%	-6%	7%	1%	3%	i	2%	-1.0%	-1%
7) Cn1nccc1C(=O)N1CCCC(C(=O)c2ccc(C(F)(F)F)cc2)C1 (configuration not stated)
    -5%	-1%	-11%	-2%	-6%	i	?	0.1%	-16%
8) CCN1CCN(c2ccc(S(=O)(=O)N3CCOCC3)cc2NC(=O)c2ccccc2OC(F)F)CC1
    1%	-3%	-9%	5%	-15%	i	0%	2.4%	-12%
9) O=C(NNCc1ccccc1)c1ccccn1
    -35%	1%	3%	24%	-7%	?	-2%	-0.5%	?
10) CS(=O)(=O)N(CC(=O)N1CCOCC1)Cc1ccc(Cl)cc1
    1%	1%	6%	6%	5%	i	1%	-0.1%	/
11) CCOC(=O)N1CCN(C(=S)NC2CCCC2)CC1
    0%	-3%	-3%	3%	-3%	i	0%	-0.7%	-12%
12) O=C(Cc1ccc(Cl)cc1)Nc1ccccc1C(=O)N1CCCCC1
    -7%	-5%	-44%	1%	-22%	i	?	0.1%	8%
13) COc1ccc(-n2ncc3c(N(C)C4CCCCC4)ncnc32)cc1
    -37%	0%	-5%	-4%	-5%	i	-7%	-2.8%	?
14) Cc1cc(C)cc(OCCNC(=O)C2CCN(S(=O)(=O)c3ccccc3)CC2)c1
    -7%	-6%	-7%	-1%	-11%	i	-4%	-1.1%	-7%
15) CCc1nc(N2CCN(C(=O)c3ccccc3)CC2)c(C#N)c2c1COC(C)(C)C2
    -9%	-10%	18%	-11%	-29%	i	13%	2.6%	?
16) CCCn1cc(S(=O)(=O)c2ccccc2)c(=O)c2cc(F)c(N3CCCCCC3)cc21
    /	?	?	/	-31%	/	/	1.2%	?
17) CN1CCN(S(=O)(=O)c2cc(Cl)c(Cl)cc2Cl)CC1
    -2%	4%	-1%	6%	-15%	i	9%	0.2%	1%
18) Cc1ccc(-c2c(C(=O)O)c(C(=O)O)c3n2CCC3)cc1
    /	2%	-2%	2%[57.1 µM]	10%	i	-1%	-0.6%	-2%
19) COc1ccccc1OC(C)c1nnc(SCC(=O)Nc2c(C)n(C)n(-c3ccccc3)c2=O)n1-c1ccccc1 (configuration not stated)
    -6%	1%	17%	2%	-74%	i	-26%	0.3%	/
20) COc1ccc(NC(=O)CC2C(=O)N(c3cccc(OC)c3)C(=O)N2Cc2ccc3c(c2)OCO3)cc1 (configuration not stated)
    -2%	-2%	-20%	/	2%	?	/	-0.6%	-15%
21) CC(C)(C)OC(=O)N1CCC(c2c(C(=O)N3CCN(C4CCCCC4)CC3)cnn2-c2ccc(F)cc2)CC1
    1%	1%	5%	-3%	-4%	i	-2%	0.3%	13%
22) CNC(=O)CS(=O)(=O)CC(=O)Nc1cc(OC(C)C)c(Cl)cc1Cl
    -10%	-5%	8%	4%	-3%	i	9%	0.8%	?
23) COc1ccc(NC(=O)N/C=C/c2ccco2)cc1
    -7%	0%	-21%	0%	-17%	i	-31%[inhibitor]	2.8%	6%
24) COc1cc2c(cc1OC)CN(C(=O)Cc1ccc(OC)c(S(=O)(=O)N3CCOCC3)c1)CC2
    2%	1%	11%	17%	-17%	i	7%	0.1%	6%
25) CC(C)(C)c1ccc(NC(=O)Cn2cnc3cc([N+](=O)[O-])ccc3c2=O)cc1
    19%	1%	-19%	-2%	-25%	i	9%	-0.4%	-12%
26) CCN(CC)S(=O)(=O)c1cccc(NC(=O)CSc2nc3ccccc3[nH]2)c1
    ?	5%	-14%	-12%	-18%	i	12%	-0.9%	-7%
27) COCCn1c(COc2cccc(OC)c2)nnc1SCC(=O)N1CCOCC1
    2%	2%	-23%	-6%	-15%	i	-2%	-0.1%	5%
28) CCCC(=O)OC1=CN(Cc2ccccc2)S(=O)(=O)c2ccccc21
    1%	1%	?	/	-20%	i	/	2.5%	8%
29) CCOC(=O)C1(C)CCN1C(=O)/C=C/c1ccccc1 (configuration not stated)
    8%	/	6%	3%	-8%	i	/	0.2%	/
30) O=C(NCCc1ccccc1)c1ccc2c(c1)OCCO2
    2.5µM*	0%	12%	-5%	-21%	i	11%	-2.6%	/
31) COc1ccc(/C=C/C(=O)Oc2cc(C)[nH]c(=O)c2[N+](=O)[O-])cc1OC
    -11%	-1%	-4%	16%	0%	i	?	2.2%	-3%
32) Clc1ccccc1-c1nnc2sc(-c3ccc(Br)o3)nn12
    -8%	-6%	-7%	0%	-1%	i	?	0.3%	-27%
33) CC(=O)N(CCN(C(C)=O)c1ccccc1)c1ccccc1
    1%	-11%	6%	2%	-15%	i	1%	0.2%	19%
34) Cc1ccc(CNC(=O)c2sc3nc(-c4ccc(F)cc4)ccc3c2N)cc1
    -11%	0%	0%	/	-28%	/	/	-0.1%	-28%
35) CC1CCCN(C(=O)COC(=O)c2cc([N+](=O)[O-])ccc2N2CCOCC2)C1 (configuration not stated)
    2%	-14%	?	-7%	-12%	i	2%	-0.1%	1%
36) CCOc1ccc(N2C(=O)N(Cc3ccc(C)cc3C)c3ccccc3S2(=O)=O)cc1
    -6%	1%	0%	/	-10%	i	/	-1.5%	/
37) Cc1onc(-c2c(F)cccc2Cl)c1C(=O)Nc1ccccc1N1CCOCC1
    -12%	10%	-8%	-3%	8%	i	-4%	0.1%	-20%
38) COc1ccc(CNc2ncnc3c2[nH]c2ccccc23)cc1
    ?	-19%	-19%	-7%	-7%	i	?	8.2%	4.6µM*
39) O=C(Nc1cc(Cl)cc(Cl)c1)c1ccc(Cn2c(=O)[nH]c3ccsc3c2=O)cc1
    -24%	-5%	?	11%	-37%	19µM*	23µM*	-0.3%	?
40) COC(=O)CCC(=O)OC1(C)C(=O)C=C2C=C(C3CC3)N(c3ccccc3)C=C2C1=O (configuration not stated)
    -9%	-1%	-3%	16%	-2%	i	-22%	-0.2%	-5%
41) Cc1cc(C)cc(NC(=O)CCOc2ccccc2)c1
    /	-4%	-2%	-7%	3%	i	-6%	-0.7%	3%
42) Cc1ccc(C(=O)N/C(=C/c2ccc(Cl)cc2)C(=O)NCC2CCCO2)cc1 (configuration not stated)
    7%	-2%	-6%	1%	0%	i	-5%	0.2%	7%
43) Cc1cc(=O)[nH]c(SCC(=O)N2CCN(c3ccccc3)CC2)n1
    /	4%	/	/	-11%	/	/	-1.3%	4%
44) CC(c1ccccc1)c1nnc(N)s1 (configuration not stated)
    /	0%	?	-1%	-11%	i	0%	-0.4%	0%
45) Cn1cnc(S(=O)(=O)N2CCCC(C(=O)NCc3ccc(Cl)cc3)C2)c1 (configuration not stated)
    /	4%	5%	/	3%	/	/	0.4%	/
46) Cc1ccc(/C=C/C(=O)O)cc1S(=O)(=O)N1CCC(Cc2ccccc2)CC1
    -16%	5%	-13%	5%	-5%	i	2%	-0.3%	-4%
47) CCOC(=O)c1c(C)[nH]c(C(=O)COC(=O)COc2ccccc2C)c1C
    /	10%	3%	-12%	-5%	i	-12%	2.9%	8%
48) C=CCNC(=O)c1cc2c(=O)n3cccc(C)c3nc2s1
    17%	7%	0%	-5%	-13%	/	-5%	15%	?
49) O=C(COc1ccc([N+](=O)[O-])cc1)NN=C1CCCC1
    -5%	?	5%	7%	7%	i	11%	3.7%	2%
50) COc1ccc(OCCn2cc(C(=O)C3CCCCC3)c3ccccc32)cc1
    3%	-3%	-6%	/	-2%	i	/	4.5%	-6%
51) N#Cc1cc(C(=O)c2ccccc2OCC(=O)Nc2ccccc2)cn(C2CCCCC2)c1=O
    -33%[11.3 µM]	-1%	-7%	-2%	-5%	i	1%	-0.4%	?
52) O=C(Cn1cnc2c(cnn2-c2ccccc2)c1=O)NCCc1ccccc1
    6%	-6%	-30%	11%	0%	i	-4%	0.2%	19%
53) O=C(Nc1ccccn1)c1ccc2ccccc2n1
    73%[activator]	1%	-10%	2%	-24%	i	5%	3.2µM*	?
54) Cc1ccc(-c2nnn(CC(=O)Nc3ccccc3-c3ccccc3)n2)c(-n2cnnn2)c1
    -6%	-2%	-3%	-4%	-1%	i	-4%	0.0%	-2%
55) CS(=O)(=O)N(CC(=O)Nc1cc(Cl)ccc1Cl)c1ccccc1Cl
    -5%	-3%	-11%	-18%	-12%	i	-1%	0.1%	-2%
56) O=c1cc(-c2ccccc2)nc(N2CCCCC2)[nH]1
    -1%	5%	-7%	-5%	-23%	i	9%	0.7%	8%
57) COc1cccc(C(=O)Nc2cccc(SC)c2)c1
    80%[activator]	0%	1%	-7%	-13%	i	/	6.9%	/
58) O=S(=O)(c1ccc(SCCOc2ccccc2)nc1)N1CCCC1
    /	-1%	?	-23%	-13%	/	1%	0.1%	-23%
59) Cc1ccc(S(=O)(=O)NNC(=O)C2Cc3c(ccc4ccccc34)O2)cc1 (configuration not stated)
    -10%	-1%	6%	-6%	-18%	i	7%	-0.3%	?

Record cards, from the list above:
O=C(COc1ccc([N+](=O)[O-])cc1)NN=C1CCCC1 reads ATXN2 expr inh = -5%; A549 viability = ?; TGFb inhibitor = 5%; EPAC2 antag = 7%; HepG2 viability = 7%; S2 tox = i; MCF10A rerep = 11%; Nrf2 activator = 3.7%; Nrf2 block = 2%
O=C(Nc1cc(Cl)cc(Cl)c1)c1ccc(Cn2c(=O)[nH]c3ccsc3c2=O)cc1 reads ATXN2 expr inh = -24%; A549 viability = -5%; TGFb inhibitor = ?; EPAC2 antag = 11%; HepG2 viability = -37%; S2 tox = 19µM*; MCF10A rerep = 23µM*; Nrf2 activator = -0.3%; Nrf2 block = ?
